# Cneo AK release: causes C. neoformans cell lysis | adenylate kinase release luminescence, 4 h; normalised: neutral wells 0, clomiphene wells 100 | 0.2% of 360,000 active | AID 651654 | lysis activity, % at 15 µM;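 active = mean lysis activity across replicates of at least 80%, whatever share of replicates individually reach that level; inactive = mean lysis activity below 80%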
#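 Assay system: C. neoformans cells. Amount: yeast cell density of 5 × 10^6 cells/mL. Technique: AK luminescence. Buffer or medium: YPD. Times: static 4 h at 37 °C with compound, 1 h detection. Dosing: single-point compound dose. Read-out: lysis from increased AK signal.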
# C2C12 statin: suppression of simvastatin myotoxicity; AID 602340; C2C12 myotubes + simvastatin, ATP luminescence, 48 h; scaled: DMSO 0, geranylgeraniol control 100; 0.78% of 330,000 active; rescue of ATP level, % at 7.49 µM;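 active = mean ATP rescue above about 67%, or every replicate alone reaching that limit, limit read from the data, passing the limit was not always enough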;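 also: myotubes were challenged with 10 µM simvastatin during compound exposure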
# ERAP1 inh: blocks human ERAP1 aminopeptidase activity. 0.15% of 340,000 active. inhibition, % at 10.7 µM. recombinant ERAP1, Leu-AMC fluorescence, 60 min;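 active = mean replicate inhibition of at least 30%, or all replicates individually reaching that 30% level; inactive = mean below 30% and not every replicate reaching it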;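 also: 0% = neutral control wells and 100% = L-leucinethiol positive control wells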
# PGC1a acetyl inh: modulators of PGC1a acetylation; U2OS PGC1a acetylation, AlphaScreen anti-acetyl-lysine; with virally co-expressed GCN5 acetyltransferase; inhibition, % at 15.6 µM; 0.17% of 350,000 active; AID 651687;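 active = every replicate shows inhibition of at least 40%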;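 also: 0% = neutral control wells and 100% = positive control wells; some results beyond the cut were filed as inactive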
# SIRT5 block: blocks human SIRT5 desuccinylation of peptide. Q9NXA8. Purified SirT5, succinyl-peptide AMC, trypsin-coupled fluorescence. inhibition, % at 15 µM. 1.1% of 330,000 active; in the data active = inhibition above about 15%
# Target sequence (Q9NXA8 whole entry, looked up): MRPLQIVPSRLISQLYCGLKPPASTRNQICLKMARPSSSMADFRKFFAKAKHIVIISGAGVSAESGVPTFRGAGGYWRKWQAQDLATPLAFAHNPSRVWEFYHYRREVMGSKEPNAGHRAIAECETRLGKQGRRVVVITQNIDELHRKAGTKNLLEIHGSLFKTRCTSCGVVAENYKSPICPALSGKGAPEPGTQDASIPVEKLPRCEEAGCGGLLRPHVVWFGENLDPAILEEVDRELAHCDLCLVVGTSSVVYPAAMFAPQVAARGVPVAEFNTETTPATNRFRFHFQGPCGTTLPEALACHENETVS
# S100A4 MyoIIA: S100A4-myosin IIA interaction inhibition; P26447; AID 652163; inhibition, % at 10.7 µM; 0.14% of 360,000 active; S100A4/TAMRA-MyoIIA peptide fluorescence polarization;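 active = mean inhibition of at least 70% across replicates, with every replicate also reaching that level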
# Target sequence (P26447 whole entry, looked up): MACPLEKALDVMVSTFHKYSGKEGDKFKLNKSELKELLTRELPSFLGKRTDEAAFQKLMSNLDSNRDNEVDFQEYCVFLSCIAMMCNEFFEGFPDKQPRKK
#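 Test system: S100A4 monomer protein. Medium: HEPES buffer with Ca2+, pH 7.2. Reagent: fluorescent myosin IIA peptide, 5 nM. Compound dosing: single-point compound testing. Timing: 5 min between mix addition and reading. Benchmarks: DMSO neutral and TFP positive wells.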
# LGR2 antag: Drosophila LGR2 receptor signaling inhibition; HEK293 LGR2, CRE-luciferase, bursicon-stimulated, 4 h; inhibition, % at 9.99 µM; 0.35% of 380,000 active;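 active = drop in luminescence signal, shown as inhibition above about 50% in the replicate tests, limit read from the data, passing the limit was not always enough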;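 also: agonist challenge used bursicon conditioned medium at about half maximal strength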
# Xi reactivation: activators of X-chromosome reactivation in mouse fibroblasts. XiGFP mouse fibroblasts, % GFP-positive cells imaging, 3 d; cells co-treated with 5-aza-dC sensitizer; scaled so ellipticine positive control = 100%. 0.055% of 360,000 active. activation, % at 7.58 µM;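 active = mean normalized replicate activation at least 10% and every replicate at or above 10%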;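 also: 0% = median of on-plate neutral control wells and 100% = ellipticine 6 µM median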
#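 Material: SV40-immortalized XiGFP fibroblast cells, line 68-5-11 | Buffer or medium: DMEM containing 5-aza-dC | Dosing: One concentration, pinned | Times: 3 d treatment, 15 min room-temperature fixation | Controls: Ellipticine 6 µM positive control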
# * = called active by the depositor; nt = not tested or not shown. An excerpt; rates above refer to the full screens.
# Every second line gives: Cneo AK release, C2C12 statin, ERAP1 inh, PGC1a acetyl inh, SIRT5 block, S100A4 MyoIIA, LGR2 antag, Xi reactivation
- CSc1ccc(CC(=O)N2CCC(n3nccc3NC(=O)C3CC3)CC2)cc1
 : -0.4, nt, -0.7, nt, -1.0, -16.1, -33.5, 0.2
- CN1C(=O)N(CC(=O)N2CCN(S(=O)(=O)Cc3ccccc3)CC2)C(=O)C12CCCCC2
 : -0.7, 10.4, 7.3, -10.3, -0.7, -1.4, -10.6, 0.2
- COc1ccc([Si](C)(C)[C@H]2[C@H](CCO)O[C@@]3(C(=O)N(c4ccccc4)c4ccccc43)[C@@H]2C)cc1
 : -18.1, nt, 3.1, -17.4, -3.1, -1.2, nt, nt
- COc1ccc(C2=Nc3ccccc3N(C(=O)Cc3cc(OC)cc(OC)c3)C2C(=O)NC(C)(C)C)cc1 (configuration not stated)
 : nt, nt, 6.0, nt, nt, -2.8, -18.5, 0.2
- O=C(c1ccco1)N1CCN(C(=O)C2CC(c3ccc(F)cc3)=NO2)CC1 (configuration not stated)
 : -0.4, -4.2, 1.5, -4.5, -2.3, 0.6, -8.3, 0.0
- Cc1nc2nc(NC(=O)c3ccco3)nn2c(C)c1Cl
 : -0.9, -1.1, -1.7, nt, 2.3, 0.7, 10.2, 0.5
- CSc1ccccc1NC(=O)C1(C)CCN1C(=O)Cc1ccc(Cl)cc1Cl (configuration not stated)
 : -4.1, -3.3, -1.7, -2.6, 0.2, 4.7, 20.7, -0.1
- CCOC(=O)c1c[nH]c(=O)c(Br)c1O
 : nt, -2.7, nt, 6.9, nt, nt, 5.2, -0.1
- COc1ccc2oc(C(=O)OCC(=O)N3CCN(c4ccccc4)CC3)c(C)c2c1
 : -1.3, 5.5, -3.0, 0.7, -3.4, -3.3, -19.4, 0.2
- CC1CCCCN1C(=O)CSc1nnc(-c2ccco2)n1C (configuration not stated)
 : -2.0, 8.2, -0.1, nt, -3.8, 3.3, -7.8, 0.5
- CC(C)(C)[S@@](=O)N1Cc2cc(C(=O)NC3CCC3)nc(-c3cccc(-c4ccccc4F)c3)c2[C@H]1CCO
 : -1.2, -13.6, -2.2, -14.5, -1.2, -19.5, -5.0, 0.1
- O=C(CN1C(=O)NC2(CCCC2)C1=O)NCc1ccccc1
 : 0.8, -2.3, -1.5, -1.8, -8.0, 1.5, -4.1, 0.2
- COC(=O)C[C@@H]1CC[C@@H]2[C@H](COc3ccc(NC(=O)Nc4cccc(C)c4)cc3C(=O)N2C)O1
 : -1.1, 15.8, 0.6, -2.3, -8.5, -1.8, -19.7, 0.0
- CCOc1ccccc1C(=O)NC(C(=O)N(C)Cc1ccc2c(c1)OCO2)C(C)C (configuration not stated)
 : -0.9, -7.0, 2.6, -3.9, -9.2, -0.8, 2.4, 0.0
- COCCNC(=O)Cn1cc2c(n1)CCC(C)C2 (configuration not stated)
 : -0.4, 4.4, -1.9, 9.0, nt, -1.2, -1.7, 0.3
- Cc1cccnc1CCNC(=O)c1ccc(OC2CCN(Cc3ccccn3)CC2)cc1
 : -1.6, 2.5, 1.2, nt, -5.5, -1.6, -20.4, 0.1
- Cc1cc(F)ccc1NC(=O)CCc1c(C)nn(-c2ccc(N3CCCCC3)nn2)c1C
 : -1.6, -11.1, 2.5, 0.9, -0.7, 20.7, -18.2, 0.1
- CCc1ccc(Cn2ncc3c(C(=O)O)cc(C)nc32)cc1
 : -0.9, -2.8, 1.4, -0.3, -0.9, -0.1, -12.5, -0.1
- C[C@H]1CN([C@@H](C)CO)C(=O)c2cccc(NS(=O)(=O)c3ccc(F)cc3)c2O[C@@H]1CN(C)CC1CC1
 : -2.2, 7.4, -1.0, nt, -2.4, 8.1, 7.8, -0.7
- CCOC(=O)C1C(=O)NC(c2ccccc2)=NC1c1ccc(Br)cc1 (configuration not stated)
 : 0.8, 5.6, -9.7, nt, -2.7, 6.4, -12.9, 0.0
- CCN(CC)S(=O)(=O)c1cc(C(=O)c2nccn2C)ccc1Cl
 : nt, nt, 0.9, nt, 1.7, -2.2, 15.8, 0.2
- Nc1ccc2c(c1)Nc1ccccc1CC2
 : nt, nt, 1.4, nt, 0.1, -4.9, 12.3, 0.0
- O=C(N[C@@H]1CC[C@@H](CCNS(=O)(=O)c2ccc(F)cc2)O[C@@H]1CO)c1cnccn1
 : 40.0, 11.2, 1.4, 2.3, 3.2, -4.4, 15.4, -0.6
- O=C(c1c(F)cccc1F)N1CCCC1
 : nt, nt, 2.4, -17.0, 10.1, 0.4, -4.0, -0.5
- CC(=O)N1[C@H](C(=O)N2CCCCC2)[C@@H](CO)[C@@H]2Cn3c(ccc(C4=CCCCC4)c3=O)[C@@H]21
 : -2.2, 0.2, 2.5, 2.9, -12.2, 3.3, 9.4, 0.3
- Cc1cccc(OCC(=O)N/N=C\c2cn(C)c3ccccc23)c1
 : 10.2, -0.5, 7.0, -9.4, 12.6, -1.0, -9.8, 0.1
- CCCCN(C(=O)c1ccc2ccccc2c1)c1c(N)n(CCCC)c(=O)[nH]c1=O
 : 0.1, -7.5, 1.1, 4.1, -2.1, -7.6, 15.7, 0.1
- CCN(CC)CC(=O)Nc1c2c(nc3ccccc13)N(C)CC2
 : -3.0, 0.6, 3.7, 1.2, -5.3, -11.2, 6.3, 0.1
- CC(C)Cc1nnc(NC(=O)CCS(=O)(=O)c2ccc(Cl)cc2)s1
 : 1.0, -2.9, -2.8, nt, -1.7, 1.1, 12.8, 0.1
- CCN(C(=O)CN1C(=O)NC(c2ccccc2)(c2ccc(C)c(C)c2)C1=O)C1CCCCC1 (configuration not stated)
 : 2.9, -10.4, 0.6, -4.9, -0.4, 12.4, 3.8, 0.4
- Cc1ccccc1C1=NC(C(F)(F)F)(C(F)(F)F)c2c(n(-c3ccc(F)cc3)c(=O)[nH]c2=O)N1
 : 2.0, nt, 2.7, 2.5, -4.3, 3.0, -1.2, 0.0
- O=C(NCCc1c[nH]c2ccccc12)/C(=C\c1cccs1)NC(=O)c1ccccc1
 : nt, nt, 15.8, -1.1, -0.8, 5.5, 0.1, 0.6
- COc1ccc(-c2csc(NC(=O)CC(NC(C)=O)c3ccccc3)n2)cc1OC (configuration not stated)
 : -0.1, 7.8, -0.4, 2.7, -0.5, 1.2, -7.3, -0.2
- CO[C@@H]1CN(C)C(=O)c2ccc(NC(=O)c3nc4ccccc4s3)cc2OC[C@H](C)N(Cc2cncnc2)C[C@H]1C
 : -1.9, -1.7, 0.1, -6.1, nt, -12.4, -11.1, 0.5
- O=C(COc1ccc(NC(=O)c2cccs2)cc1)c1ccc(F)cc1
 : -4.0, -8.6, -5.3, 2.3, -3.0, 5.2, 4.5, 0.0
- Fc1ccccc1Cc1noc(CN(Cc2ccccn2)CC2CCCO2)n1 (configuration not stated)
 : nt, nt, -3.4, -8.3, -1.7, 6.5, 3.6, 0.2
- CC(=O)Nc1ccc(C(=O)OCC(=O)Nc2ccc(N3CCOCC3)cc2)cc1
 : 6.0, 8.2, 0.1, 7.6, -4.6, -4.5, -4.2, 0.3
- COC(=O)c1ccc(Cn2nnc3ccccc32)cc1
 : nt, nt, -2.1, nt, -1.2, 7.4, -6.2, 0.4
- CC(Oc1cc2oc(=O)c3c(c2cc1Cl)CCC3)C(=O)N1C[C@H]2C[C@@H](C1)c1cccc(=O)n1C2 (some centres not stated)
 : 0.2, 4.7, 9.3, -10.0, nt, -4.4, nt, nt
- COc1ccc(NC(=O)C2CCCO2)c(OC)c1 (configuration not stated)
 : 0.3, -4.1, -0.5, 1.8, -4.5, -5.0, 10.1, 0.0
- COCc1cc(C)nc(SCC[N+](C)(C)CC(=O)Nc2cccc(C(F)(F)F)c2)c1C#N
 : 4.0, -1.2, -1.6, -9.0, 1.9, 0.7, 16.8, 0.0
- COC(=O)c1ccc(S(=O)(=O)NCc2ccc(S(N)(=O)=O)cc2)o1
 : nt, nt, nt, nt, 2.9, -2.3, -1.1, 0.3
- O=C(c1cc2ccccc2o1)N1CCN(CCOc2ccccc2)CC1
 : 3.0, 8.5, 0.4, 0.0, -0.2, -2.4, -19.0, 0.0
- COc1ccccc1CN(C)C[C@@H]1OCc2ccccc2-c2ccccc2C(=O)N([C@H](C)CO)C[C@@H]1C
 : -0.9, -19.6, -1.3, -5.6, -27.1, -2.7, 12.4, -0.5
- CCOC(=O)C1(CCOC)CCN(C(=O)Cc2ccsc2)CC1
 : 0.7, 0.0, -4.8, nt, -2.8, -1.7, 1.4, 0.3

# Record cards, as listed above.
# Shown for `O=C(c1cc2ccccc2o1)N1CCN(CCOc2ccccc2)CC1` : Cneo AK release = 3.0; C2C12 statin = 8.5; ERAP1 inh = 0.4; PGC1a acetyl inh = 0.0; SIRT5 block = -0.2; S100A4 MyoIIA = -2.4; LGR2 antag = -19.0; Xi reactivation = 0.0
# Shown for `Cc1ccccc1C1=NC(C(F)(F)F)(C(F)(F)F)c2c(n(-c3ccc(F)cc3)c(=O)[nH]c2=O)N1` : Cneo AK release = 2.0; C2C12 statin = nt; ERAP1 inh = 2.7; PGC1a acetyl inh = 2.5; SIRT5 block = -4.3; S100A4 MyoIIA = 3.0; LGR2 antag = -1.2; Xi reactivation = 0.0

# Remaining list, next part.
# Every second line gives: Cneo AK release, C2C12 statin, ERAP1 inh, PGC1a acetyl inh, SIRT5 block, S100A4 MyoIIA, LGR2 antag, Xi reactivation
- Cc1ccc2c(c1)N(C(=O)CCC(=O)NCc1ccccn1)CC(C)O2 (configuration not stated)
 : 0.7, -1.8, 2.2, -14.2, -2.6, 3.7, 2.0, 0.1
- N#Cc1c(-c2ccc(Cl)cc2)ccnc1N1CCOCC1
 : nt, nt, -0.1, 11.4, 2.8, -2.6, -59.1, 0.1
- Cc1ccc(-c2noc(Cn3nc(C(=O)O)c4ccccc4c3=O)n2)cc1
 : 8.2, -20.0, -5.1, 12.6, -0.5, -3.0, -0.9, -0.1
- CCOc1ccc(Cn2c(=O)oc3ccccc32)cc1
 : 1.8, 1.0, -6.4, 14.1, 0.9, -1.4, 9.5, 0.0
- COc1ccccc1C(=O)N1C[C@H]2[C@@H](c3ccccc31)[C@H](CO)N2C(=O)C1CCOCC1
 : -2.4, 6.5, 0.9, -1.9, 3.4, -13.4, 12.1, 0.4
- COc1cc(CNc2ccccc2SC)cc(OC)c1OC
 : nt, nt, 1.6, nt, -6.9, -6.9, 1.6, nt
- O=C(C[C@@H]1C=C[C@H](NC(=O)c2ccc(F)cc2)[C@@H](CO)O1)NCc1ccncn1
 : 1.2, -6.2, -0.3, -5.4, -0.1, 2.5, -0.9, -0.1
- COc1cccc(Cn2cnc(-c3ccccc3OC)c2-c2cccnc2)c1
 : nt, nt, nt, nt, -0.5, -6.9, -19.5, 0.1
- C[C@@H]1CCCCO[C@H](CN(C)C)[C@@H](C)CN([C@@H](C)CO)C(=O)c2cc(NC(=O)Nc3ccc4c(c3)OCO4)ccc2O1
 : 44.4, 3.3, -3.3, 12.8, 0.9, -16.2, -21.1, 0.1
- c1ccn2cc(-c3ccc4c(c3)OCO4)cc2c1
 : nt, nt, 4.9, 1.6, -1.7, 0.3, 9.3, 0.1
- COc1ccc(S(=O)(=O)Nc2ncccc2C)c2ccccc12
 : -3.1, 10.3, 0.4, nt, -2.6, -2.9, -6.5, 0.0
